High-throughput results as filed in PubChem.
SRC3 TRFRET art – counter-screen for PPARgamma SRC-3 recruitment agonists: TR-FRET artefact | PPARgamma/SRC-3 format; stronger effect = higher value | TR-FRET ratio at 8 µM | 99,000 tested, 0.39% active; in the data active = TR-FRET ratio above about 2000; also: inactives centre near 1600; reference of the scale not given here
SRC1 TRFRET art – TR-FRET artefact, counter-screen to PPARgamma/SRC-1 agonist assay; TR-FRET detection artefact counter-screen, emission ratio; stronger effect = higher value; AID 1051; 99,000 tested, 0.34% active; TR-FRET ratio at 8 µM; in the data active = TR-FRET ratio above about 2300; also: inactives centre near 1800; reference of the scale not given here
* hit, by the source's call. Not all compounds are listed; rates above refer to the full screens.

SMILES	SRC3 TRFRET art	SRC1 TRFRET art
CCN(CC)c1ccc2cc(C(N)=O)/c(=N\NC(=O)c3ccncc3)oc2c1	1525	1925
O=Nc1c(O)n(Cc2cccc(C(F)(F)F)c2)c2ccccc12	1677	1650
CCc1ccc(-c2cc(-c3n[nH]c(=S)n3CC)c3ccccc3n2)cc1	1522	1592
CCCCC(CC)CNC(=O)C(=O)C1C(=O)Nc2ccccc21 (stereo not drawn)	1484	1707
COc1cccc(C2/C(=C(/O)c3ccc(C)cc3)C(=O)C(=O)N2Cc2ccco2)c1 (stereo not drawn)	1398	1688
O=C(Cc1ccccc1)Nc1ccccc1Sc1ccccc1	1582	1551
Cc1cc(C(=O)CN2C(=O)NC3(CCCCC3)C2=O)c(C)n1-c1ccc2c(c1)OCO2	1624	1939
CN(C1=NS(=O)(=O)c2ccccc21)c1ccc(OC(=O)c2ccncc2)cc1	1436	1725
COc1ccc(NC(=O)CSc2nnc(NC(=O)c3ccco3)s2)cc1	1530	1715
Cc1nn(Cc2c(Cl)cccc2Cl)c(Cl)c1/C=N/NC(=O)c1cccnc1	1346	1662
O=[N+]([O-])c1ccc(NCCCO)c(S(=O)(=O)N2CCOCC2)c1	1622	1568
Cc1ccc2nc(NC(=O)CSCC(=O)OCC(=O)c3ccccc3)sc2c1	1423	1823
O=C1CC(N2CCN(c3ccccc3)CC2)C(=O)N1c1ccc2c(c1)OCO2 (stereo not drawn)	1561	1705
O=C(NCC1CCCO1)c1cc2n(n1)C(C(F)(F)F)CC(c1ccc(F)cc1)N2 (stereo not drawn)	1763	1940
CCC1C(=O)CC(c2ccc([N+](=O)[O-])cc2)NC1c1ccc([N+](=O)[O-])cc1 (stereo not drawn)	1439	1892
Cc1cccc(C(=O)Oc2ccc(/C=N/NC(=O)Cc3ccc([N+](=O)[O-])cc3)cc2)c1	1441	1858
O=C(COC(=O)Cc1ccc(Br)cc1)Nc1c(F)c(F)c(F)c(F)c1F	1700	1860
CCOC(=O)C1CCCN(C(c2ccccn2)c2c(C)[nH]c3ccccc23)C1 (stereo not drawn)	1411	1772
NNc1nc2c(-c3ccc(F)cc3)nnn2c2ccccc12	1482	1861
CC(=O)c1ccc(NC(=S)NNC(=O)c2ccncc2)cc1	1571	1772
COCCCNS(=O)(=O)c1ccc(C)cc1	1435	1919
CCSC1=NCCN1C(=O)c1c(-c2ccccc2Cl)noc1C	1504	1738
CC1CCN(c2nc(/C=C/c3ccccc3)nc3ccccc23)CC1	1776	1903
Cc1ccccc1C(=O)Nc1c2c(nc3ccccc13)CCCC2	1696	2021
COc1ccc(S(=O)(=O)NNC(N)=S)cc1	1698	2095
Cc1nnsc1S(=O)(=O)Cc1ccccc1C(F)(F)F	1476	1828
Cc1ccc(C2SCC(C(=O)O)N2C(=O)c2ccc(F)cc2)cc1 (stereo not drawn)	1567	1727
Cc1csc(NC(=O)C2CCCN2C(=O)Oc2ccccc2)n1 (stereo not drawn)	1436	1786
O=C(c1ccco1)N1CCN(Cc2nc(Cc3ccccc3)no2)CC1	1476	1540
Cc1ccc(C)c2[nH]c(=O)c(CCNC(=O)CC(C)C)cc12	1702	1926
Cc1c(-c2cc(C(=O)O)on2)cnn1C	1653	1729
NC(=S)NNC(=O)/C(=C/c1ccc(Br)cc1)NC(=O)c1ccccc1	1532	1932
C=CCn1c(SCC(=O)NCCCC(=O)OCC)nc2scc(-c3ccco3)c2c1=O	1782	1931
CC(NC(=O)CSCc1ccc(Br)cc1)c1ccccc1 (stereo not drawn)	1685	1772
CCO[C@H]1OC(C(=O)NC2CC2)=C[C@@H](C2CC2)[C@@H]1CCCO	1502	1514
Cn1cnnc1SCC(=O)NCCc1ccc(Cl)cc1Cl	1488	1702
O=C1CC(N2CCN(c3ccc(F)cc3)CC2)C(=O)N1c1ccc2c(c1)OCO2 (stereo not drawn)	1553	1688
CCOc1ccc(/C=N/Nc2nncc(-c3ccccc3)n2)cc1OC	1636	1979
Cc1ccc(C)c(NC(=O)COC(=O)Cc2ccsc2)c1	1547	1726
Cc1nnc(SC(C)C(=O)Nc2nccs2)s1 (stereo not drawn)	1392	1951
C/C(=N\NC(=O)c1ccccc1F)c1ccc(C#N)cc1	1587	1670
CN(C)CCNC(=O)/C(=C/c1ccc(-c2cccc(Cl)c2)o1)NC(=O)c1ccccc1	1859	1822
Cc1ccc(Cc2c(C)nc3nc(SCC(=O)NCCCN4CCOCC4)nn3c2C)cc1	1626	1740
O=C1CC(c2ccccc2)CC(O)=C1C=Nc1cccc(Cl)c1 (stereo not drawn)	1589	1623
O=C1CC(C(=O)N(c2ccccc2)C(C(=O)NC2CCCC2)c2ccncc2)CS1 (stereo not drawn)	1650	1633
CCN(CC)CCN(Cc1cc2cc(C)ccc2[nH]c1=O)C(=S)Nc1ccccc1	1576	1669
COc1cc(C)c(C(N)=O)c(OC)n1	1513	1716
O=C(Nc1ccccc1Cc1ccccc1)c1ccccc1NS(=O)(=O)c1ccc(Cl)s1	1807	1606
O=C(Oc1coc(CSc2ncccn2)cc1=O)c1ccc(Br)o1	1570	2004
CCOc1ccc(NC(=O)c2c(OC)cccc2OC)cc1	1805	2110
Next structures:
SMILES	SRC3 TRFRET art	SRC1 TRFRET art
Cc1cccc(/C=N/NC(=O)CNc2cccc3ccccc23)n1	1561	1727
COc1ccccc1NS(=O)(=O)c1cccc(NC(=O)C2CC(=O)N(Cc3ccccc3)C2)c1 (stereo not drawn)	1743	1585
O=C(NNC1=NS(=O)(=O)c2ccccc21)c1ccccc1Cl	1591	1680
COc1ccc(C2C(C#N)=C(N)OC3=C2C(=O)CC(C)(C)C3)cc1OC (stereo not drawn)	1585	1746
Cc1nn(C)c(Cl)c1/C=N/OC(=O)c1ccccc1	1753	1747
Cc1nccc2[nH]c(=O)c(C(=O)NC3CCCCC3C)cc12 (stereo not drawn)	1866	1768
CCN1CCN(c2ccc(NC(=O)c3ccc(C#N)cc3F)cc2Cl)CC1	1535	1675
Cc1c(Br)c([N+](=O)[O-])nn1CC(=O)NCCc1c[nH]c2ccccc12	1556	1633
CCOc1cc(C(=S)N2CCOCC2)ccc1OC(=O)/C=C/c1ccc(OC)c(OC)c1	1596	1716
O=C(NCCc1ccccc1)C(=O)c1c(-c2ccccc2)cc2ccccn12	1626	1931
Cc1ccc(C)n1NC(=O)c1ccc([N+](=O)[O-])cc1	1624	1884
CC1(C)C2CC=C(/C=N/NC(=S)NCCc3ccccc3)C1C2 (stereo not drawn)	1530	1982
CCOc1c(CNc2nnnn2C)cccc1OC	1411	1746
CCC(=O)NC(=S)Nc1ccc(NC(=O)COc2ccc(Cl)c(C)c2)cc1	1366	1437
O=c1c2oc3ccccc3c2ncn1Cc1ccc(F)cc1	1395	1759
COc1ccc(/C=N/NC(=O)c2cc(C)n(-c3ccccc3)c2C)cc1OC	1677	2084
CC(=O)c1ccc(NC(=O)c2noc(C(C)C)c2[N+](=O)[O-])cc1	1807	1691
CCn1c(CSc2nncn2-c2ccc(OC)cc2)nc2cc(S(=O)(=O)N(C)C)ccc21	1529	1800
Cc1ccnc(N2CCN(C(=O)CSc3nc4ccccc4nc3N3CCC(C)CC3)CC2)c1	1946	2061
Cc1ccc(Nc2nnc(SCC(=O)NC3CCS(=O)(=O)C3)s2)c(C)c1 (stereo not drawn)	1310	1557
Cc1cccc(C)c1NC(=O)c1cccc2c1-c1ccccc1C2=O	1422	1708
O=[N+]([O-])c1cc(CN2CCOCC2)c2cccnc2c1O	1808	1882
COCCNC(=O)C(c1ccc(Cl)cc1)N(C(=O)CCC(=O)Nc1ccccn1)C1CCCC1 (stereo not drawn)	1568	1757
COC(=O)c1ccccc1NC(=O)/C=C/C(=O)O	1590	1928
COC(=O)c1ccc(NC(c2ccc(Cl)cc2)P(=O)(OC)OC)cc1 (stereo not drawn)	1389	1752
O=C(/C=C/c1cccs1)Nc1cccnc1	1659	1638
Cc1ccc(NC(=O)COC(=O)Cn2cnc3ccccc32)cc1S(=O)(=O)N(C)C	1743	1834
CCc1ccc(NC2CC(=O)N(CCc3ccc(OC)c(OC)c3)C2=O)cc1 (stereo not drawn)	1600	1898
CCCCCC(=O)NNC(=S)NC(=O)c1cccc([N+](=O)[O-])c1	1510	1857
Cc1ccc(S(=O)(=O)N2CCN(CC(=O)N/N=C/C=C/c3ccccc3)CC2)cc1	1605	1772
Cc1cccc(OCc2nnc(SCC(=O)Nc3ncc(C)s3)o2)c1	1588	1822
O=C(Cc1ccc(S(=O)(=O)N2CCCCC2)s1)Nc1ccc(F)cc1F	1663	1844
COc1ccc(C2CC(c3ccccc3)=NN2C(=O)COC(=O)COc2ccccc2)cc1 (stereo not drawn)	1524	2056
Cc1cnc2cc([N+](=O)[O-])ccc2n1	1389	1770
Cc1ccc(S(=O)(=O)/N=C/c2ccc(N(C)C)cc2)cc1	1548	1588
CC(C)CC(NC(N)=O)C(=O)OCC(=O)Nc1ccc(OC(F)F)cc1 (stereo not drawn)	1579	1794
O=C1Nc2ccccc2S/C1=C/NCc1ccccc1Cl	1598	1917
Cc1ccc(/C(N)=N/OC(=O)Cc2ccccc2)cc1	1642	1854
Cc1nn(-c2ccccc2)c(C)c1NC(=O)CCl	1521	1989
COC(=O)c1c(NC(=O)COC(=O)c2ccc(NC(=O)CC#N)cc2)sc2c1CCCCC2	1706	1955
Cc1nc2ccccc2n1C1CCN(C(=O)Nc2ccccc2)CC1	1466	1999
CCOC(=O)CC1COCCN1Cc1cn(C)nc1-c1ccccc1F (stereo not drawn)	1636	1655
O=c1[nH]c2ccccc2[n+]([O-])c1-c1ccccc1	1528	1819
CCCCn1c(-c2csc(C(C)C)c2)n[nH]c1=S	1644	1885
CC(=O)Nc1ccc(CN2CCN(Cc3ccc(F)c(F)c3)C(CCO)C2)cc1 (stereo not drawn)	1526	1600
Nc1nc(-c2cc(Cl)cc(Cl)c2OC(F)F)cs1	1501	1831
Cc1cnccc1CN(C)Cc1cn(C)nc1-c1cccc(Cl)c1	1679	1754
COc1ccc(Cl)cc1NC(=O)CN(C)CC(=O)Nc1ccccc1-c1ccccc1	1255	1549
CN(C)c1cccc(C(=O)NCc2ccccc2Cl)c1	1641	1977
O=C(c1ccncc1)N1N=C2CCCCCC2C1(O)C(F)(F)F (stereo not drawn)	1565	1796

By substructure: those above with a cyano group.
SMILES	SRC3 TRFRET art	SRC1 TRFRET art
C/C(=N\NC(=O)c1ccccc1F)c1ccc(C#N)cc1	1587	1670
COc1ccc(C2C(C#N)=C(N)OC3=C2C(=O)CC(C)(C)C3)cc1OC (stereo not drawn)	1585	1746
CCN1CCN(c2ccc(NC(=O)c3ccc(C#N)cc3F)cc2Cl)CC1	1535	1675
COC(=O)c1c(NC(=O)COC(=O)c2ccc(NC(=O)CC#N)cc2)sc2c1CCCCC2	1706	1955

Grouped by structure: the entries above with a furan ring, fused or not
SMILES	SRC3 TRFRET art	SRC1 TRFRET art
COc1cccc(C2/C(=C(/O)c3ccc(C)cc3)C(=O)C(=O)N2Cc2ccco2)c1 (stereo not drawn)	1398	1688
COc1ccc(NC(=O)CSc2nnc(NC(=O)c3ccco3)s2)cc1	1530	1715
O=C(c1ccco1)N1CCN(Cc2nc(Cc3ccccc3)no2)CC1	1476	1540
C=CCn1c(SCC(=O)NCCCC(=O)OCC)nc2scc(-c3ccco3)c2c1=O	1782	1931
CN(C)CCNC(=O)/C(=C/c1ccc(-c2cccc(Cl)c2)o1)NC(=O)c1ccccc1	1859	1822
O=C(Oc1coc(CSc2ncccn2)cc1=O)c1ccc(Br)o1	1570	2004
O=c1c2oc3ccccc3c2ncn1Cc1ccc(F)cc1	1395	1759

Continuation.
SMILES	SRC3 TRFRET art	SRC1 TRFRET art
O=C(NC(=S)NC1CCCc2ccccc21)c1ccco1 (stereo not drawn)	1605	2016
O=C(CCCOc1ccccc1)NCCc1ccccc1	1343	1841
Cc1ccc(S(=O)(=O)N2CCOCC2)cc1C(=O)OCC(=O)NC1CCS(=O)(=O)C1 (stereo not drawn)	1360	1750
CCOc1ccc(NC(=O)N2CCC(c3nc4ccccc4[nH]3)CC2)cc1	1647	1831
O=[N+]([O-])c1cc(S(=O)(=O)N2CCCC2)ccc1NCCc1ccccc1	1630	1518
COC(=O)c1ccc(S(N)(=O)=O)o1	1610	2016
Cc1sc2nc(COC(=O)CNC(=O)c3ccc(C(C)(C)C)cc3)[nH]c(=O)c2c1C	1519	1792
COc1ccc(/C=N/NC(=O)CCNc2n[nH]c(=O)[nH]c2=O)c(OC)c1	1644	1563
CCOC(=O)c1sc(NC(=O)CSc2nc3ccccc3o2)c(C(=O)OCC)c1C	1360	1705
Brc1ccc(C2=CSC3=NCCN23)cc1	1558	1726
COc1ccc(OCC(=O)Nc2ccc3oc(-c4ccncc4)nc3c2)cc1	1776	1698
CCN(CC)S(=O)(=O)c1ccc(C)c(NC(=O)COc2ccc(Cl)cc2Br)c1	1653	1848
CCCCn1c(=O)c(CCC(=O)OC(C)C(=O)Nc2cccc(Cl)c2Cl)nc2ccccc21 (stereo not drawn)	1558	1670
O=c1cc(NS(=O)(=O)c2ccccc2)nc(SCc2ccccc2Cl)[nH]1	1444	1819
Cc1ccc(NC(=O)Cn2ccsc2=N)cc1S(=O)(=O)N(C)C	1741	2055
COC(=O)CSc1nc(C)c(C(C)=O)cc1C#N	1427	1683
Clc1ccc(OCCN2CCN(c3ncnc4sccc34)CC2)cc1	1480	1770
O=C(COC(=O)c1ccc(Br)cc1)NCCN1C(=O)CSC1=O	1593	1782
Cc1ccc(-c2cc(C(=O)NCCCn3ccnc3)no2)cc1	1598	1633
COc1cccc(NC(C)C(=O)Nc2cc([N+](=O)[O-])ccc2Cl)c1 (stereo not drawn)	1888	1752
CN(CCC1CCOCC1)C(=O)CC1C(=O)NCCN1Cc1ccoc1 (stereo not drawn)	1915	1936
